UHRF1 binding = UHRF1 methylated DNA binding inhibitors, primary screen, counter-screen for MBD2 inhibitor project, biochemical, TR-FRET, human UHRF1, single concentration. inhibition, % at 4.4 µM. 370,000 compounds, 0.75% hits. AID 687016, 2013. UHRF1 binding to methylated oligo; in the data active = inhibition above about 21%;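 also: UHRF1 SRA domain binding a hemimethylated CpG hairpin DNA probe; 0% = median of test compound wells and 100% = reference inhibitor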
MBD2 DNA inh = inhibitors of MBD2 binding to methylated DNA, primary screen, biochemical, TR-FRET, DNA-binding domain, human. Methyl-CpG-binding domain protein 2 (Homo sapiens), Q9UBB5. MBD2 binding to methylated oligonucleotide. inhibition, % at 4.4 µM. 370,000 compounds, 0.31% hits. AID 686964, 2013; in the data active = inhibition above about 13%
Target sequence (Q9UBB5 whole entry, looked up, the tested form may be a part): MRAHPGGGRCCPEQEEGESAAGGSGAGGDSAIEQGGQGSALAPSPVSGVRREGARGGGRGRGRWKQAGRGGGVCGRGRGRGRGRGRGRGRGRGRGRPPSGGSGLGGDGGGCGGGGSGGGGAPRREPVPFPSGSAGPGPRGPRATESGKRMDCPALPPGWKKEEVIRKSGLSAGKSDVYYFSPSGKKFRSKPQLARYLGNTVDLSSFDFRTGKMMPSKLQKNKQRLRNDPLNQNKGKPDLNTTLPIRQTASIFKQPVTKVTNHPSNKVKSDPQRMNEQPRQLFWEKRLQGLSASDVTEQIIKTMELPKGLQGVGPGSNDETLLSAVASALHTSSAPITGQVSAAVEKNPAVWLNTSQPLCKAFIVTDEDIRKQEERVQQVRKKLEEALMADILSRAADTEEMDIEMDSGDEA
PLCg1 inh = PLC-gamma1 enzyme inhibitors, primary screen, biochemical, fluorescence, purified enzyme; inhibition, % at 12.2 µM; fluorogenic substrate; 370,000 compounds, 0.84% hits; 1-phosphatidylinositol 4,5-bisphosphate phosphodiesterase gamma-1 (Homo sapiens), P19174; in the data active = inhibition above about 9.5%
ASAP1 inh = inhibitors of human ASAP1 ArfGAP activity, primary screen, biochemical, fluorescence polarization | ASAP1-stimulated ARF1 GTP hydrolysis, GDP FP detection | inhibition, % at 16.5 µM | AID 624377, 2012 | Arf-GAP with SH3 domain, ANK repeat and PH domain-containing protein 1 (Homo sapiens), … | 360,000 compounds, 0.19% hits; in the data active = inhibition above about 25%;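 also: 0% = vehicle with enzyme and substrate and 100% = no enzyme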
ADAM17 inh = ADAM17 inhibitors, primary screen, biochemical, QFRET | recombinant ADAM17, EDANS/DABCYL FRET peptide cleavage | inhibition, % at 6.95 µM | 370,000 compounds, 0.83% hits | AID 720648, 2013;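 active = inhibition above the mean of compounds lying between control limits plus 3 SD, set per campaign, cut at about 8.5% in these data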;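 also: 0% = DMSO-only wells as the low control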
Tn7 DDE FP = inhibitors of Tn7 peptide binding to fibrin DD(E), primary screen, biochemical, fluorescence polarization, human fibrin, Tn7 probe. FP displacement of FITC-Tn7 peptide from fibrin DD(E); 0% = median of compound wells per plate. 370,000 compounds, 0.13% hits. inhibition, % at 8.3 µM. Fibrinogen beta chain (Homo sapiens), P02675;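 active = inhibition above the mean of compounds falling within the control limits plus 3 SD of them, cut at about 14% in these data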;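 also: 0% = plate median of compound wells and 100% = 10 µM Aha-Tn7 peptide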
Target sequence (P02675 whole entry, looked up): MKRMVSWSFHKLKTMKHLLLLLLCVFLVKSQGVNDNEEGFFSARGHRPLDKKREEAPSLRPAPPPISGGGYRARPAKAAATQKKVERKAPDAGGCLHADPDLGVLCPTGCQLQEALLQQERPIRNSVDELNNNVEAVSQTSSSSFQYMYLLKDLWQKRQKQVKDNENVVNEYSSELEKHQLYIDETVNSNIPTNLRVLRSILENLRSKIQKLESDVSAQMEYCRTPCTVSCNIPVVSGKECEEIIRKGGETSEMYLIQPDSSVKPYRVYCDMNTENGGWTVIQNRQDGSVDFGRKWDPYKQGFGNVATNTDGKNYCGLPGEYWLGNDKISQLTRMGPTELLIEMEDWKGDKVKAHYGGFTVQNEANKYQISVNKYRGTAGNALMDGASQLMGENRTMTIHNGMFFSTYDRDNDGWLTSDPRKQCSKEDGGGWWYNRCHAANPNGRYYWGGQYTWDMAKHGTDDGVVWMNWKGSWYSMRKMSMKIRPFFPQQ
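Assay system: human fibrin DD(E). Input: DD(E) 2 µM final. Medium: Tris buffer with calcium and detergent, pH 7.8. Compound dosing: single point at 8.3 µM. Timing: 10 min plus 3 h, room temperature. Technique: fluorescence polarization of the labelled Tn7 tracer. Read-out: percent inhibition. Replicates: singlicate testing.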
ARFGAP1 inh = inhibitors of rat ARFGAP1 GAP activity, primary screen, biochemical, fluorescence polarization, GDP tracer; AID 651572, 2012; inhibition, % at 16.5 µM; Arfgap1-stimulated ARF1 GTP hydrolysis, GDP FP detection; 360,000 compounds, 0.26% hits;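 active = inhibition above a per-plate limit, mean inhibition of low control wells plus 3 SD, cut at about 25% in these data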;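 also: 0% = DMSO wells with enzyme and 100% = wells lacking Arfgap1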
Target sequence (Q62848 1-136 limits assumed): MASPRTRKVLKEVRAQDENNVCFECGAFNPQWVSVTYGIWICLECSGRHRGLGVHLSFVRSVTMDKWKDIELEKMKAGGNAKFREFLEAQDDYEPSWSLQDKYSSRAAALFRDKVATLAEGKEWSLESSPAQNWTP
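Assay system: Rat Arfgap1 GAP domain (His6, aa 1-136), purified enzyme | Buffer or medium: HEPES 25 mM pH 7.5, NaCl 150 mM, MgCl2, DTT | Schedule: GTP hydrolysis reaction 2 h at 25 °C | Signal: FP of antibody-bound GDP Alexa 633 tracer, ex 620/em 688 nm | Measure: Percent inhibition of Arfgap1-stimulated GTP hydrolysis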
PLC-beta3 inh = human PLC-beta3 inhibitors, primary screen, biochemical, fluorescence; inhibition, % at 12.2 µM; 370,000 compounds, 0.18% hits; 1-phosphatidylinositol 4,5-bisphosphate phosphodiesterase beta-3 (Homo sapiens), Q01970; Purified PLC-beta3, fluorogenic substrate; in the data active = inhibition above about 11%;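 also: 0% = median of compound wells on plate and 100% = full blocker control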
proKLK7 act = proKLK7 zymogen activators, primary screen, biochemical, fluorescence intensity; purified proKLK7, EDANS-DABCYL substrate fluorescence; 100% is mature enzyme control, 0% vehicle; activation, % at 7 µM; 370,000 compounds, 0.9% hits;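 active = activation above the mean of all tested compounds plus 3 SD, computed per campaign excluding outliers beyond control limits, cut at about 13% in these data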
DDE Tn6 FP inh = inhibitors of Tn6 peptide binding to fibrin DD(E), primary screen, biochemical, fluorescence polarization, human fibrin, Tn6 probe | Fibrinogen beta chain (Homo sapiens), P02675 | Fibrin DD(E) TRITC-Tn6 fluorescence polarization displacement | inhibition, % at 8.3 µM | 370,000 compounds, 0.21% hits | AID 720509, 2013;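 active = inhibition above a per-campaign cutoff: mean of compounds within control limits plus 3 SD, cut at about 15% in these data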;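 also: 0% = median of all compound wells on the plate and 100% = blocking peptide control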
* marks the source's active call; other numbers are inactive results. Hits appear at their usual frequency; any-hit rate near 4.1%.

Screening CCc1nc(NCCC(C)C)c2nnn(Cc3ccccc3)c2n1 returned UHRF1 binding 0, MBD2 DNA inh 5, PLCg1 inh -2, ASAP1 inh -7, ADAM17 inh 0, Tn7 DDE FP -3, ARFGAP1 inh -8, PLC-beta3 inh -4, proKLK7 act 1.2 and DDE Tn6 FP inh 3.
For CSCCC(NC(=O)c1cccc([N+](=O)[O-])c1)c1nc2ccccc2[nH]1 (configuration not stated) the results were UHRF1 binding 0, MBD2 DNA inh -2, PLCg1 inh 4, ASAP1 inh 5, ADAM17 inh 2, Tn7 DDE FP -2, ARFGAP1 inh 2, PLC-beta3 inh 0, proKLK7 act 0.1 and DDE Tn6 FP inh -4.
Screening COc1cc(NC(=S)N2CCN(Cc3ccccc3)CC2)cc(OC)c1 returned UHRF1 binding -1, MBD2 DNA inh -1, PLCg1 inh -8, ASAP1 inh 10, ADAM17 inh -3, Tn7 DDE FP -1, ARFGAP1 inh 4, PLC-beta3 inh -10, proKLK7 act 0.6 and DDE Tn6 FP inh 6.
NC1=NC2(CCC(c3ccccc3)CC2)n2c(nc3ccccc32)N1 (configuration not stated) was read as UHRF1 binding 1, MBD2 DNA inh 1, PLCg1 inh 18*, ASAP1 inh -5, ADAM17 inh 9.0*, Tn7 DDE FP -2, ARFGAP1 inh -6, PLC-beta3 inh 14*, proKLK7 act 0.1 and DDE Tn6 FP inh 8.
Screening CCSc1n[nH]c2nc3c(c(=O)n12)C1(CCCCC1)Cc1ccccc1-3 returned UHRF1 binding 4, MBD2 DNA inh 7, PLCg1 inh -27, ASAP1 inh 5, ADAM17 inh -13, Tn7 DDE FP 5, ARFGAP1 inh -5, PLC-beta3 inh -58, proKLK7 act -3.9 and DDE Tn6 FP inh -2.
CCOc1cc(C(=O)N2CCC(CC3CC(c4ccc(Cl)cc4)=NO3)(C(=O)NCC3CCCCC3)CC2)cc(OCC)c1OCC (configuration not stated) was read as UHRF1 binding -3, MBD2 DNA inh -2, PLCg1 inh 4, ASAP1 inh -15, ADAM17 inh 4, Tn7 DDE FP 0, ARFGAP1 inh -1, PLC-beta3 inh 11*, proKLK7 act 0.8 and DDE Tn6 FP inh 0.
O=C(Nc1sc2c(c1C(=O)c1ccccc1)CCCC2)c1cccnc1 was read as UHRF1 binding 6, MBD2 DNA inh 9, PLCg1 inh -2, ASAP1 inh -13, ADAM17 inh -6, Tn7 DDE FP 6, ARFGAP1 inh 3, PLC-beta3 inh 0, proKLK7 act -0.2 and DDE Tn6 FP inh -7.
For Cc1ccc(CCNS(=O)(=O)c2cnc[nH]2)cc1 the results were UHRF1 binding -2, MBD2 DNA inh -1, PLCg1 inh -1, ASAP1 inh 6, ADAM17 inh -2, Tn7 DDE FP -2, ARFGAP1 inh -5, PLC-beta3 inh 3, proKLK7 act -0.2 and DDE Tn6 FP inh -3.
For CCN1C(=O)c2cccc3c(NC(=O)c4ccc5c(c4)OCCO5)ccc1c23 the results were UHRF1 binding 2, MBD2 DNA inh -3, PLCg1 inh -11, ASAP1 inh -14, ADAM17 inh 9.5*, Tn7 DDE FP -12, ARFGAP1 inh -5, PLC-beta3 inh -19, proKLK7 act 0.5 and DDE Tn6 FP inh -3.
Cc1ccc(S[C@@H](CCN2CC[C@H](O)CCC2=O)c2ccccc2)cc1 was read as UHRF1 binding 16, MBD2 DNA inh 8, PLCg1 inh -2, ASAP1 inh 1, ADAM17 inh -1, Tn7 DDE FP 7, ARFGAP1 inh 2, PLC-beta3 inh 1, proKLK7 act 0.1 and DDE Tn6 FP inh 3.
Screening CC(C)Nc1nc(NC(C)C)nc(Nn2cnnc2)n1 returned UHRF1 binding 1, MBD2 DNA inh -4, PLCg1 inh 1, ASAP1 inh -14, ADAM17 inh -1, Tn7 DDE FP 1, ARFGAP1 inh -8, PLC-beta3 inh 5, proKLK7 act 0.4 and DDE Tn6 FP inh 0.
CCN(CC)C(=O)C1=C(C)N(CCCOC)C(=O)C(CC(=O)NC(c2ccccc2)c2ccccc2)C1 (configuration not stated) was read as UHRF1 binding 1, MBD2 DNA inh -1, PLCg1 inh 4, ASAP1 inh -2, ADAM17 inh -1, Tn7 DDE FP -3, ARFGAP1 inh 6, PLC-beta3 inh 1, proKLK7 act 0.2 and DDE Tn6 FP inh -3.
Cc1nn(CCCC(=O)NCCc2ccccc2)c(C)c1[N+](=O)[O-] was read as UHRF1 binding -2, MBD2 DNA inh -4, PLCg1 inh 0, ASAP1 inh -2, ADAM17 inh -2, Tn7 DDE FP 1, ARFGAP1 inh -1, PLC-beta3 inh -2, proKLK7 act 0.7 and DDE Tn6 FP inh -9.
For O=C(N/N=C/c1cccc(OC(=O)c2ccccc2Cl)c1)c1cccnc1 the results were UHRF1 binding -2, MBD2 DNA inh -5, PLCg1 inh 6, ASAP1 inh 8, ADAM17 inh 4, Tn7 DDE FP -1, ARFGAP1 inh 6, PLC-beta3 inh -3, proKLK7 act -0.2 and DDE Tn6 FP inh -16.
CCN1CCN(c2nc3c(c(=O)n(C)c(=O)n3C)n2Cc2cccc3ccccc23)CC1 was read as UHRF1 binding 3, MBD2 DNA inh 1, PLCg1 inh -1, ASAP1 inh 4, ADAM17 inh -2, Tn7 DDE FP -2, ARFGAP1 inh 6, PLC-beta3 inh 4, proKLK7 act 0.3 and DDE Tn6 FP inh -3.
For Cc1cccc2cc(C(c3nnnn3CC3CCCO3)N3CCCc4ccccc43)c(=O)[nH]c12 (configuration not stated) the results were UHRF1 binding -1, MBD2 DNA inh 18*, PLCg1 inh -11, ASAP1 inh -9, ADAM17 inh -5, Tn7 DDE FP -2, ARFGAP1 inh -4, PLC-beta3 inh -14, proKLK7 act -0.2 and DDE Tn6 FP inh -1.
Screening Cc1cc(C(=O)N2CCN(c3ccc([N+](=O)[O-])cc3)CC2)c(C)o1 returned UHRF1 binding -1, MBD2 DNA inh 0, PLCg1 inh 3, ASAP1 inh 6, ADAM17 inh -3, Tn7 DDE FP 8, ARFGAP1 inh 9, PLC-beta3 inh -7, proKLK7 act 0.2 and DDE Tn6 FP inh -6.
Screening COC(=O)C1CN(Cc2cn(Cc3ccc(Cl)cc3)nn2)CCS(=O)(=O)N1Cc1ccc(Cl)cc1 (configuration not stated) returned UHRF1 binding 15, MBD2 DNA inh 11, PLCg1 inh 1, ADAM17 inh 2, Tn7 DDE FP -6, PLC-beta3 inh 0, proKLK7 act 0.8 and DDE Tn6 FP inh 2.
For Cc1[nH]c2ccccc2c1C(=O)CN1CC(C)CC(C)C1 (configuration not stated) the results were UHRF1 binding 0, MBD2 DNA inh 0, PLCg1 inh 1, ASAP1 inh -11, ADAM17 inh -2, Tn7 DDE FP -2, ARFGAP1 inh -5, PLC-beta3 inh -6, proKLK7 act 0.2 and DDE Tn6 FP inh -4.
For CCOc1ccc(NC(=O)c2ccco2)cc1S(=O)(=O)N1CCCC1 the results were UHRF1 binding 16, MBD2 DNA inh 3, PLCg1 inh 1, ASAP1 inh -2, ADAM17 inh 1, Tn7 DDE FP 6, ARFGAP1 inh 7, PLC-beta3 inh 2, proKLK7 act 0.1 and DDE Tn6 FP inh 0.
`COC(=O)c1ccc(/C=N/NC(=S)NC(C)C)cc1` gave UHRF1 binding 2, MBD2 DNA inh -4, PLCg1 inh 1, ASAP1 inh 6, ADAM17 inh -6, Tn7 DDE FP -1, ARFGAP1 inh 17, PLC-beta3 inh -11, proKLK7 act -0.6 and DDE Tn6 FP inh 7.
Screening C(=N\N1CCN(Cc2cccc3ccccc23)CC1)/c1cccs1 returned UHRF1 binding 3, MBD2 DNA inh 1, PLCg1 inh 1, ASAP1 inh 2, ADAM17 inh -2, Tn7 DDE FP -3, ARFGAP1 inh 15, PLC-beta3 inh -10, proKLK7 act 0.8 and DDE Tn6 FP inh -2.
`CCCCN1C(=O)C(O)=C(C(C)=O)C1c1ccc(OC)cc1OC` (configuration not stated) gave UHRF1 binding -4, MBD2 DNA inh 0, PLCg1 inh 2, ASAP1 inh -3, ADAM17 inh 10*, Tn7 DDE FP -3, ARFGAP1 inh -6, PLC-beta3 inh 0, proKLK7 act 0.1 and DDE Tn6 FP inh -1.
`C=CCn1c(SCc2csc(C)n2)nc2scc(-c3ccc(C)o3)c2c1=O` gave UHRF1 binding 0, MBD2 DNA inh -2, PLCg1 inh 0, ASAP1 inh 5, ADAM17 inh -3, Tn7 DDE FP 4, ARFGAP1 inh 0, PLC-beta3 inh -4, proKLK7 act -0.5 and DDE Tn6 FP inh -8.
`CCCN(Cc1ccccc1)C(=S)Nc1ccc(SC(F)F)cc1` gave UHRF1 binding 2, MBD2 DNA inh 2, PLCg1 inh -1, ASAP1 inh -4, ADAM17 inh -1, Tn7 DDE FP -2, ARFGAP1 inh 12, PLC-beta3 inh -4, proKLK7 act -0.3 and DDE Tn6 FP inh -6.
Screening Fc1ccc(CO/N=C2\CCCc3nonc32)cc1 returned UHRF1 binding -1, MBD2 DNA inh 0, PLCg1 inh -2, ASAP1 inh -4, ADAM17 inh -1, Tn7 DDE FP -4, ARFGAP1 inh -2, PLC-beta3 inh -3, proKLK7 act -0.7 and DDE Tn6 FP inh 1.
For O=C(CSc1nccc(-c2cccs2)n1)Nc1ccc(Cl)cc1 the results were UHRF1 binding 0, MBD2 DNA inh 6, PLCg1 inh -3, ASAP1 inh 2, ADAM17 inh -1, Tn7 DDE FP 3, ARFGAP1 inh 21, PLC-beta3 inh -9, proKLK7 act 0.6 and DDE Tn6 FP inh 4.

As a short view, 2 of the compounds above.
Screening Fc1ccc(CO/N=C2\CCCc3nonc32)cc1 returned UHRF1 binding -1, MBD2 DNA inh 0, PLCg1 inh -2, ASAP1 inh -4, ADAM17 inh -1, Tn7 DDE FP -4, ARFGAP1 inh -2, PLC-beta3 inh -3, proKLK7 act -0.7 and DDE Tn6 FP inh 1.
For O=C(CSc1nccc(-c2cccs2)n1)Nc1ccc(Cl)cc1 the results were UHRF1 binding 0, MBD2 DNA inh 6, PLCg1 inh -3, ASAP1 inh 2, ADAM17 inh -1, Tn7 DDE FP 3, ARFGAP1 inh 21, PLC-beta3 inh -9, proKLK7 act 0.6 and DDE Tn6 FP inh 4.

Bioassay records deposited in PubChem by The Scripps Research Institute Molecular Screening Center.
